# Screens as filed in PubChem BioAssay.
# GPR55 beta-arrestin: GPR55 agonists via beta-arrestin recruitment, primary screen, imaging, U2OS cells, beta-arrestin-GFP redistribution (AID 1961) | G-protein coupled receptor 55 (Homo sapiens) | U2OS GPR55 beta-arrestin-GFP redistribution imaging; higher % means a stronger effect | activation, % at 10 µM; hits with a dose series show EC50 in µM | 290,000 tested, 0.048% active;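 active = activation above 40% with more than 50 cells counted in the well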;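 note: U2OS osteosarcoma cells stably expressing GPR55 and beta-arrestin-GFP; plate controls were DMSO negative control for no effect and LPI positive control for full effect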
# T cell HTS: modulators of CD8 T cell-vesicle binding, primary screen, mouse 2C CD8+ T cells, flow cytometry. 2C CD8+ T cell-vesicle binding; active compounds read low. AID 2052, 2009. 330,000 tested, 0.068% active. calls only at 7 µM;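 active = response, share of CD8 T cells binding vesicles, and their 90th percentile fluorescence all below set limits, cut at about 80% in these data, passing the limit was not always enough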
#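 Material: murine 2C transgenic CD8+ T lymphocytes / Also added: QL9-peptide-loaded Drosophila micro-vesicles bearing Ld, ICAM-1 and B7-1 / Schedule: binding step 1.5 h, 37 °C, antibody labelling 20 min, ice / Signal: flow cytometry, PE anti-B7-1 (FL2) versus Alexa647 anti-CD8 (FL8), PFA-fixed / Evaluation: percent CD8+ FL2 mean versus row control / Benchmarks: naked versus QL9-loaded vesicles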
# GPR35 antagonists: GPR35 antagonists blocking zaprinast-driven arrestin recruitment, primary screen, imaging, U2OS, beta-arrestin-GFP, zaprinast agonist (AID 2058); G-protein coupled receptor 35 (Homo sapiens); U2OS GPR35 beta-arrestin-GFP translocation imaging, zaprinast antagonism; higher % means a stronger effect; one-dose inhibition, % at 10 µM; IC50 in µM for titrated hits; 290,000 tested, 0.052% active;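 active = inhibition of at least 50% with at least 30 cells and total cytoplasm GFP at most 10,000,000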
# GPR55 LPI antagonism: GPR55 antagonists blocking LPI-driven arrestin recruitment, primary screen, imaging, U2OS, beta-arrestin-GFP, LPI agonist (AID 2013); U2OS GPR55 beta-arrestin-GFP translocation imaging, LPI antagonism; higher % means a stronger effect; inhibition, % at 10 µM; hits with a dose series show IC50 in µM; 290,000 tested, 0.13% active;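 active = spots per cell inhibited over 60%, with over 100 cells counted and total cytoplasm intensity under 500,000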;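 note: U2OS cells stably carrying GPR55 and arrestin-GFP stimulated by 5 µM LPI near EC80; imaged beta-arrestin-GFP aggregate spots per cell after agonist stimulation; plate controls were LPI-stimulated DMSO wells for no effect and DMSO wells without LPI for full effect; some results filed as inactive read as strong as hits; confirmed hits need IC50 under 10 µM and bright autofluorescent wells are also inconclusive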
# Large T inhibition: SV40 large T antigen inhibitors, biochemical (AID 1903) | SV40 large T antigen ATPase/helicase inhibition assay; higher % means a stronger effect | inhibition, % at 20 µM, or IC50 in µM where a hit was titrated | 310,000 tested, 0.39% active; in the data active = a potency from the dose series; note: strong numbers were not always called active
# LYP phosphatase: inhibitors of LYP phosphatase, biochemical, fluorescence intensity, uHTS (AID 1779); recombinant LYP phosphatase, fluorescence intensity; higher % means a stronger effect; 290,000 tested, 0.054% active; one-dose inhibition, % at 11.5 µM; IC50 in µM for titrated hits; in the data active = inhibition above about 50%;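 note: plate controls were vehicle with enzyme for no effect and no enzyme for full effect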
# Hep lipid drop: inhibitors of hepatocyte lipid droplet formation, primary screen, imaging, high-throughput imaging, BODIPY stain; AML12 mouse hepatocytes, oleate lipid droplets; inhibition, % at 6.5 µM; 240,000 tested, 0.4% active; AID 1656, 2009;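 active = lipid droplet intensity inhibited by at least 50%, with more than 500 cells counted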
#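 Assay system: AML12 mouse liver cells | Compound dosing: One dose, 6.5 µM compound | Read-out basis: Droplet intensity reduction, % inhibition | Measured by: Fluorescence imaging, 20x objective, two fields per well | Schedule: Overnight treatment with compound plus oleate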
# NTR1 ag: agonists of NTR1, primary screen, imaging, U2OS cells, beta-arrestin-GFP, high content (AID 493036) | Neurotensin receptor type 1 (Homo sapiens), P30989 | NTR1-U2OS beta-arrestin-GFP spot imaging, agonist mode | activation, % at 20 µM | 330,000 tested, 0.17% active;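 active = activation at or above 40% of the spot to cytoplasm intensity ratio, with at least 20 cells analyzed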;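 note: 0% = DMSO without peptide and 100% = 100 nM NTR1 peptide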
# Target sequence (P30989 whole entry, looked up): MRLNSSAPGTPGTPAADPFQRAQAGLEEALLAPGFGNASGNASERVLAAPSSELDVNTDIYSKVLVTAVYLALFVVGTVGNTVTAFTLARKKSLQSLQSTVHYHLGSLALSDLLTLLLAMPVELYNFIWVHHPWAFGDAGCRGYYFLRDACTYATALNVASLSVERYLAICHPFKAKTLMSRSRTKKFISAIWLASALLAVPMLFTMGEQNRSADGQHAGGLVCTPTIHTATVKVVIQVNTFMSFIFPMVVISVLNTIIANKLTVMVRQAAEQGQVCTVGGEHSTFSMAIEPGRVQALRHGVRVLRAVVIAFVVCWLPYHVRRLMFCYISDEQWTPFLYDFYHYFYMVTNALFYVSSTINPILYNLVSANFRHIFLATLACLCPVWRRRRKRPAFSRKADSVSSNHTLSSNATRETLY
# Rac1 GTP hydrolysis: MgcRacGAP GTPase-activating activity inhibitors, confirmation, biochemical, ADP Hunter fluorescence | MgcRacGAP-stimulated Rac1 GTP hydrolysis, ADP Hunter fluorescence; higher % means a stronger effect; GST-tagged Rac1 F28L mutant substrate | 340,000 tested, 0.6% active | inhibition, % at 30 µM, or IC50 in µM where a hit was titrated | AID 624330, 2012;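 active = first-screen hits whose inhibition reached a set limit at any dose in the follow-up dose series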;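 note: fluorescence reports GDP produced by GAP-driven GTP hydrolysis; strong numbers were not always called active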
# Hep lipid drop cells 6.5 µM: second read-out of Hep lipid drop, no call of its own (marks repeat the call); cell count; measured here: cell count, cytotoxicity flag;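 cells counted across two imaged fields per well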
# T cell HTS vesicle-bound %: recorded beside T cell HTS, whose call it bears; double positive events, %; measured here: CD8+ vesicle-bound cell fraction;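 binding gate set so that unloaded-vesicle control wells show 10% double positive cells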
# NTR1 ag cell count 20 µM: further read-out of NTR1 ag, marked with its call; cell count; measured here: cell count, cytotoxicity flag
# Starred values were filed as active, the others as inactive; i = inactive; . = not tested or not shown.
SMILES,GPR55 beta-arrestin,T cell HTS,T cell HTS vesicle-bound %,GPR35 antagonists,GPR55 LPI antagonism,Large T inhibition,LYP phosphatase,Hep lipid drop,Hep lipid drop cells 6.5 µM,NTR1 ag,NTR1 ag cell count 20 µM,Rac1 GTP hydrolysis
CC(=O)NS(=O)(=O)c1ccc(N=c2ssc3c2-c2ccc(C)cc2NC3(C)C)cc1,0.2%,i,17.9,0.1%,8.0%,22.6%,1.9%,5.2,599,6.5,80,-2.6%
O=S1(=O)CC(N2CCOCC2)c2ccccc21 (stereo not given),0.1%,i,4.3,-9.5%,11.0%,2.8%,-5.0%,-16.6,687,1.2,49,9.4%
Cc1cc(C(=O)N/N=C/c2cccs2)n[nH]1,-0.2%,i,54.1,-19.0%,3.0%,9.5%,2.5%,9.8,749,0.3,53,.
CCCCNC(=O)c1nnn(-c2ccccc2)c1N,0.3%,i,15.9,-3.2%,6.4%,8.4%,2.5%,-4.0,726,-1.0,69,-2.6%
N#Cc1cc2ccccc2nc1SCC(=O)Nc1ccccc1N1CCOCC1,-0.2%,i,6.9,2.2%,6.8%,13.1%,-3.4%,.,.,.,.,11.4%
CCOC(=O)C1CCCN(CC(=O)Nc2c(C(=O)OC)[nH]c3ccccc23)C1 (stereo not given),0.2%,i,13.8,5.2%,6.8%,6.3%,-6.8%,.,.,3.0,8,5.0%
CCOCCCn1c(C)nc2c[n+](CC(=O)c3ccc4ccccc4c3)cc(Br)c21,-0.1%,i,32.7,-13.8%,-5.0%,2.1%,-10.8%,6.0,735,1.0,57,.
OCCN(CCO)CC(O)Cn1c2ccccc2c2ccccc21 (stereo not given),0.3%,i,47.7,-12.0%,4.2%,2.7%,-9.2%,.,.,-0.6,40,7.8%
COc1ccc(N(CC(=O)Nc2cc(C)ccc2C)S(=O)(=O)c2c(C)[nH]c(=O)[nH]c2=O)cc1,-0.2%,i,40.8,-1.7%,2.5%,5.3%,-10.1%,-4.2,734,0.2,51,5.4%
CCn1cnc2cc(NCc3ccc(Cl)cc3)ccc21,0.3%,i,18.0,4.4%,7.9%,17.5%,-7.0%,-6.3,831,1.3,83,20.0%
S=C(c1ccccc1)N(c1ccccc1)c1ccccc1,-0.1%,i,45.2,0.5%,7.5%,6.2%,-4.3%,.,.,3.5,52,3.6%
O=C(NCc1ccccc1)N[C@@H](Cc1ccccc1)C(=O)O,-0.1%,i,46.1,0.2%,1.6%,2.8%,6.9%,-2.8,697,-1.2,83,-4.4%

# Overlap with the part before: 3 compounds; new compounds follow.
SMILES,GPR55 beta-arrestin,T cell HTS,T cell HTS vesicle-bound %,GPR35 antagonists,GPR55 LPI antagonism,Large T inhibition,LYP phosphatase,Hep lipid drop,Hep lipid drop cells 6.5 µM,NTR1 ag,NTR1 ag cell count 20 µM,Rac1 GTP hydrolysis
CCn1cnc2cc(NCc3ccc(Cl)cc3)ccc21,0.3%,i,18.0,4.4%,7.9%,17.5%,-7.0%,-6.3,831,1.3,83,20.0%
S=C(c1ccccc1)N(c1ccccc1)c1ccccc1,-0.1%,i,45.2,0.5%,7.5%,6.2%,-4.3%,.,.,3.5,52,3.6%
O=C(NCc1ccccc1)N[C@@H](Cc1ccccc1)C(=O)O,-0.1%,i,46.1,0.2%,1.6%,2.8%,6.9%,-2.8,697,-1.2,83,-4.4%
CCc1cc(=O)oc2cc(OC(C)C(=O)NCCCn3ccnc3)ccc12 (stereo not given),-0.2%,i,13.9,-4.2%,6.1%,11.7%,-7.9%,5.9,755,-0.7,81,10.8%
COc1cc(C2Nc3ccc4ncccc4c3C3=C2C(=O)CCC3)cc(OC)c1OC (stereo not given),-0.1%,i,34.4,10.9%,0.0%,.,-0.3%,-4.2,682,0.6,39,2.9%
COc1ccc(C2c3c(oc4ccccc4c3=O)C(=O)N2CC2CCCO2)cc1 (stereo not given),-0.1%,i,59.1,8.7%,3.7%,0.5%,-0.2%,.,.,0.2,43,4.7%
COCCn1c(CN2CCN(C(=O)c3ccco3)CC2)nc2c1c(=O)n(C)c(=O)n2C,-0.1%,i,36.6,-0.4%,-31.1%,5.4%,-11.9%,-2.6,715,-0.1,62,.
CCCc1[nH]n(-c2ccc([N+](=O)[O-])cc2)c(=O)c1C=NCCN1CCNCC1,0.0%,i,34.0,2.9%,-1.7%,3.3%,3.8%,-0.2,695,2.8,43,.
Cc1cc(N2CCN(C(=O)/C=C/C(=O)O)CC2)c2ccccc2n1,-0.1%,i,20.6,-9.6%,-8.3%,1.2%,-5.8%,.,.,-2.0,47,1.6%
COc1ccc(C(C)=O)cc1COC(=O)CCC(=O)N(CC(C)C)c1c(N)n(CC(C)C)c(=O)[nH]c1=O,.,i,10.4,.,.,-3.2%,.,.,.,-0.1,67,4.8%
O=C(Nc1ccc(Oc2ccccc2)cc1)C1CCCO1 (stereo not given),-0.2%,i,31.8,-1.2%,-1.3%,-7.2%,-7.0%,.,.,0.5,42,6.6%
COc1ccccc1C(=O)N1CCN(CCNC(=O)C(=O)Nc2ccc(Br)c(C)c2)CC1,0.2%,i,12.5,-17.6%,20.0%,8.6%,-6.3%,2.9,670,0.1,61,9.8%
O=C(CCc1n[nH]c(=O)[nH]c1=O)N/N=C/c1ccco1,0.0%,i,36.4,-6.2%,0.3%,7.9%,0.2%,0.3,644,0.4,71,11.4%
COc1ccccc1/C=C(/C(=O)OCC(=O)Nc1ccccc1C)c1ccccc1,-0.3%,i,44.7,10.9%,5.8%,20.0%,-6.0%,-5.0,635,0.8,93,8.5%
Cc1noc(NS(=O)(=O)c2ccc(NC(=O)CSc3n[nH]c(-c4ccccc4)n3)cc2)c1C,-0.1%,i,40.8,-4.9%,-1.1%,10.0%,2.7%,-7.6,789,-0.4,88,6.4%
O=C(CSCCNS(=O)(=O)c1ccccc1)Nc1ccccc1,0.2%,i,9.0,-3.6%,-3.3%,-1.2%,-3.0%,.,.,-0.9,56,8.3%
CCOC(=O)C(CC)Sc1ccc2nnc(-c3cccnc3)n2n1 (stereo not given),0.0%,i,37.0,-6.5%,8.8%,14.7%,-3.9%,8.3,706,3.9,50,11.2%
CCOc1cc(CNC2CCCC2)ccc1OCc1ccccc1Cl,-0.2%,i,25.1,-3.3%,15.8%,20.1%,1.6%,1.5,683,4.8,62,9.9%
CC1(C)Cc2c(ccc3ccccc23)/C(=C/C(=O)N2CCCCC2)N1,-0.1%,i,1.2,.,-7.6%,5.3%,-6.9%,.,.,14.4,37,4.7%
COC(=O)c1ccccc1NC(=O)COC(=O)C1CCCCC1,-0.1%,i,16.9,-1.5%,5.0%,11.0%,-8.0%,11.3,727,0.9,53,1.7%
CCn1c(C)nc2cc(C(=O)N/N=C(\C)c3ccccc3O)ccc21,-0.3%,i,41.4,5.4%,6.8%,6.0%,-4.6%,7.4,789,0.6,55,8.5%
COc1cc(Cl)ccc1OCc1cc(C(=O)NC(C)Cc2cnccn2)no1 (stereo not given),0.0%,i,40.7,7.1%,11.4%,17.2%,1.5%,-26.8,735,0.4,66,11.4%
O=C(c1ccc(-c2cccc(Cl)c2)o1)N1CCN(c2ccc([N+](=O)[O-])cc2)CC1,-0.1%,i,47.8,23.9%,-3.1%,-2.0%,5.7%,21.4,600,19.6,42,2.5%
Cc1cccc(-n2c(C)c(-c3ccccc3)[nH]c2=S)c1,-0.1%,i,51.7,-2.4%,8.1%,4.6%,-6.1%,.,.,0.3,54,16.4%
Fc1ccccc1Cc1noc(CN2CCN(C/C=C/c3ccccc3)CC2)n1,-0.3%,i,22.7,1.9%,13.9%,14.1%,-8.3%,-23.7,716,1.6,36,8.6%
Cc1csc(NC(C)c2nc3cc(Cl)c(Cl)cc3n2CCCO)n1 (stereo not given),.,i,53.6,.,.,12.1%,.,.,.,-0.6,102,4.8%
CCNC(=S)NNC(=O)c1ccncc1,1.6%,i,33.3,-5.0%,12.4%,14.4%,2.0%,-10.7,691,1.5,30,8.4%
CC(=O)C1=C(C)Nc2ncnn2C1c1cccc(OCc2ccccc2)c1 (stereo not given),-0.2%,i,44.0,2.1%,-7.0%,-3.9%,3.4%,13.7,650,0.0,47,3.0%
Cn1c(COc2ccccc2)nnc1SCc1nc2ccccc2[nH]1,-0.1%,i,32.1,-2.1%,14.3%,4.2%,-9.0%,-10.9,714,1.9,65,8.9%
COc1ccc(CCNC(=O)CC2Nc3cc(C)c(C)cc3NC2=O)cc1OC (stereo not given),-0.2%,i,21.0,6.9%,4.9%,7.0%,-5.7%,0.3,762,-1.5,87,5.4%
Oc1c(C=Nc2cccc3cccnc23)sc2ccccc12,0.0%,i,64.8,37.3%,30.2%,25.7%,-2.5%,3.3,793,-3.9,75,.
